# Compound activity (PubChem BioAssay)
# TNF death inh: inhibitors of TNF-alpha triggered necroptosis, primary screen, cell-based, Jurkat FADD-/-, single concentration; 0.068% of 220,000 active; Jurkat FADD-/- TNF necroptosis rescue, ATP luminescence, 24 h; 0 = TNF only, 100 = no-TNF cells; AID 463075, 2010; activation (protection from cell death), % at 10 µM;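 active means activation, meaning protection from cell death, of at least 50% relative to plate controls; inactive means activation below 50%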;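 further: necroptosis triggered by 40 ng/mL TNF-alpha added together with compound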
# MDM2 E3 inh: MDM2-luciferase reporter signal enhancers, primary screen, MDM2 E3 ligase inhibitor project, cell-based, luminescence, 1536-well; E3 ubiquitin-protein ligase Mdm2 (Homo sapiens), Q00987; cell-based MDM2 ubiquitination luciferase reporter, 2 h; 0 = plate control, 100 = twice control, blank-subtracted; signal enhancement, % at 5 µM; 0.11% of 210,000 active;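 active means signal enhancement of 30% or more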;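 further: luminescence tracks abundance of the self-degrading MDM2-luciferase fusion protein; higher signal means inhibition of MDM2 E3 ligase activity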
#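 Assay system: stable mammalian line carrying autodegrading MDM2–luciferase fusion reporter; amount: 2000 cells seeded into each well; buffer or medium: DMEM; benchmarks: plate control and blank wells; signal: luciferase luminescence; timing: 2 h compound exposure at 37 °C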
# EBV gp42 block: Epstein-Barr virus gp42 inhibitors, primary screen, biochemical, uHTS, fluorescence polarization; 0.42% of 220,000 active; inhibition, % (tested at 21.74 µM); Glycoprotein 42 (Epstein-Barr virus (strain AG876)), Q1HVG2; Fluorescence polarization binding assay, mP read-out; in the data active means inhibition above about 50%
# PERK inhibitor: block of dimerizer-induced PERK translation repression, primary screen, PERK inhibitor project, CHO PERK-DD cells, SEAP luminescence, HTS. Eukaryotic translation initiation factor 2-alpha kinase 3 (Homo sapiens), Q9NZJ5. CHO PERK-DD fusion, SEAP luminescence translation reporter. inhibition, % at 5.6 µM. 0.17% of 220,000 active. AID 1416, 2008;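 active means inhibition above the mean inhibition of all tested compounds plus 3 SD, set separately per screening campaign, cut at about 2.9% in these data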;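 further: PERK kinase domain activated by AP20187 dimerizer at 100 nM; 0% = DMSO with dimerizer and 100% = rapamycin at 8.4 µM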
# Target sequence (Q9NZJ5 whole entry, looked up, the tested form may be a part): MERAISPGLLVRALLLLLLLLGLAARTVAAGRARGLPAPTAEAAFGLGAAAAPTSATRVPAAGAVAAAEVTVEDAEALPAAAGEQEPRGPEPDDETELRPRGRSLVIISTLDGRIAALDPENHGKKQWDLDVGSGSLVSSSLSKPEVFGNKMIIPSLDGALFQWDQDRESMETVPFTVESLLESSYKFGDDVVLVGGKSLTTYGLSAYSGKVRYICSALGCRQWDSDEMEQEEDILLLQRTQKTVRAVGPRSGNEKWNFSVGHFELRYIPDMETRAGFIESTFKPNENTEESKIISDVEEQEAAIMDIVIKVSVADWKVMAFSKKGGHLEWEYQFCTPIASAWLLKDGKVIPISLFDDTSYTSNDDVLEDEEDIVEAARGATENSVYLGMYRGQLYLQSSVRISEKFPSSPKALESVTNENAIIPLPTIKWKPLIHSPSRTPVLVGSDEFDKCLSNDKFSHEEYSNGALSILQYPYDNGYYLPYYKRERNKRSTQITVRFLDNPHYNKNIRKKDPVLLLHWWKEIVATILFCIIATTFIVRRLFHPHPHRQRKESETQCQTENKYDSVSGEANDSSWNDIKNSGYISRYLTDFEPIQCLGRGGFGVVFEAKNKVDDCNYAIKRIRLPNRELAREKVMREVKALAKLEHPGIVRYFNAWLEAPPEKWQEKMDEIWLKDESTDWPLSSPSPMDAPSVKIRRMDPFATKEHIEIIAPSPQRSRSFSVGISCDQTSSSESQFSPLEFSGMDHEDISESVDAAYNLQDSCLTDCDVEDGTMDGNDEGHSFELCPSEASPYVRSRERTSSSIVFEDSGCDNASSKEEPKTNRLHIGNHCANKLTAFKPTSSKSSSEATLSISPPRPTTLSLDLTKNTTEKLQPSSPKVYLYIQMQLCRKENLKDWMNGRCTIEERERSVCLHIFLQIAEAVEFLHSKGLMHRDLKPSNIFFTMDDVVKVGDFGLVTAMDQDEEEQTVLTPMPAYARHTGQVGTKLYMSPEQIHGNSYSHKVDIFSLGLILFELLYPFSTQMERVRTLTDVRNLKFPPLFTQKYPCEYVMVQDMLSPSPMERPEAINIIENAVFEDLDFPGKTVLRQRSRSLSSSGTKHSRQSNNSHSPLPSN
# m-calpain inh: inhibitors of pig calpain II, primary screen, biochemical, fluorogenic peptide substrate, 1536-well | purified calpain II, 30 min | 0.37% of 220,000 active | inhibition, % at 16 µM | AID 1236, 2008;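 active means inhibition above about 50%, limit read from the data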
# eIF4E-4G inh: eIF4E–eIF4G protein interaction inhibitors, primary screen, biochemical, uHTS, TR-FRET, eIF4GI fragment | Eukaryotic translation initiation factor 4E (Mus musculus) + Eukaryotic translation … | TR-FRET eIF4E-eIF4GI(517-606) binding, 2 h | inhibition, % at 21.7 µM | 0.37% of 220,000 active | AID 782, 2007;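 active means inhibition above about 30%, limit read from the data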;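 further: 0% = full FRET control wells and 100% = background wells lacking eIF4GI fragment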
# Rad51 HR inh: human RAD51 strand exchange inhibitors, primary screen, biochemical, fluorescence | inhibition, % at 10 µM | hRad51 DNA strand exchange, fluorescence dequenching | AID 1385, 2008 | 0.085% of 200,000 active;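 active means inhibition above 40% at the single screening dose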;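 further: 0% = DMSO control wells and 100% = blanks with heterologous ssDNA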
#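 Test system: preformed human Rad51 ssDNA filaments; also added: Donor/quencher-labelled 47-bp dsDNA substrate; doses: 10 µM final, single point; times: 37 °C 15-min filament assembly, 30-min compound preincubation, 15-min exchange; detection: FRET fluorescence dequenching, excitation 485 nm, emission 520 nm; read-out basis: Fluorescence-based percent inhibition, control- and blank-normalised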
# L929 necroptosis: inhibitors of zVAD-triggered necroptosis, primary screen, L929 cells | AID 1377, 2008 | L929 zVAD necroptosis rescue, ATP luminescence, 24 h; with zVAD 60 µM | viability rescue, % at 10 µM | 0.38% of 220,000 active;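 active means activation, scaled between plate controls, above about 75%, limit read from the data; inactive means activation under that limit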;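 further: 0% = zVAD with DMSO and 100% = DMSO alone without zVAD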
# Cl transport mod: KCC2 cotransporter modulators, thallium flux, primary screen, cell-based, HEK293 KCC2, FluoZin-2 fluorescence, MLSMR | B-score of Tl+ flux slope (higher = more flux/activation; lower = inhibition) at 10 µM | 2.2% of 190,000 active | KCC2 cells, thallium flux FluoZin-2 fluorescence | Solute carrier family 12 member 5 (Homo sapiens), Q9H2X9 | AID 1456, 2008;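 active means thallium flux slope and its plate-corrected score both differing from the plate sample mean at a set confidence after two filtering rounds, in either direction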;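 further: slope of fluorescence scaled to starting intensity during 10 to 20 s after thallium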
# * = called active by the depositor; nt = no result given; [ ] = remark or other dose.
SMILES,TNF death inh,MDM2 E3 inh,EBV gp42 block,PERK inhibitor,m-calpain inh,eIF4E-4G inh,Rad51 HR inh,L929 necroptosis,Cl transport mod
N#CCN1CCN(CC(=O)Nc2ccc(OCc3ccccc3)cc2)CC1,-0.1,0,-3,-0.2,-27,0,0,-0.1,-0.61
Cc1ccc(C)c(OCC(=O)Nn2c(C)nc3ccccc3c2=O)c1,-0.8,-10,-5,0.3,-10,1,6,0.1,0.76
CCOC(=O)CCC(=O)Nc1ccc(S(=O)(=O)N2CCC(C)CC2)cc1,0.2,11,-8,1.2,-10,1[fluorescence artefact?],6,0.0,-0.28
CCCOc1ccc(CSCCNC(=S)Nc2ccccc2)cc1,-3.0,-14,-4,-0.1,-17,-1[fluorescence artefact?],-3,-0.2,1.2
CCCCCSc1nnc(-c2ccccc2NC(C)=O)c(=O)[nH]1,0.2,-22,0,0.8,35,5,nt,-0.4,1.1
COC(=O)Nc1ccc(S(=O)(=O)N2CCCc3ccccc32)cc1,-7.3,-18,-14,0.2,2,-9,2,-0.1,nt
COc1ccc2nc(/N=C\N(C)C)sc2c1,-1.3,-6,-6,0.3,-19,3,-1,1.4,nt
Brc1cc2[nH]cnc2c2ccccc12,-2.4,-26,-15,0.4,17,2,4,3.5,-1.5
CC(=O)n1nc2nc(C)cc(C)c2c1N,0.4,-7,-14,1.5,-6,3,0,2.0,nt
CCCCCCc1cc2cc(S(=O)(=O)c3ccc(Cl)cc3)c(=O)oc2cc1O,-0.7,nt,-10,1.7,-38,-2,-1,nt,0.78
COc1ccc(CCC(=O)NCc2cnn(C)c2)cc1,-2.6,13,3,1.0,-12,4[fluorescence artefact?],-3,-0.5,0.017
O=C(NCC1CCCC(CNC(=O)N2CCc3ccccc32)C1)N1CCc2ccccc21 (centres undefined),3.3,-19,16,-0.9,-12,-2,7,-0.9,-2.3
Cc1ccc2c(ccc[n+]2CC(=O)c2ccccc2)c1,0.5,-13,13,1.3,-12,5,-23,0.0,-0.17
COc1ccc(C(=O)NCCCc2nc3ccccc3n2Cc2ccccc2C)cc1OC,-2.0,nt,-7,-0.3,-13,0,-4,-0.8,-1.4
Cn1c(C(=O)NC2CCCC2)cc2c(=O)n(C)c3ccccc3c21,-2.0,-4,5,-0.7,14,4,-8,2.0,-1
CCN(C1CCS(=O)(=O)C1)S(=O)(=O)c1cccs1 (centres undefined),-1.1,-9,-10,1.1,-18,1[fluorescence artefact?],2,-0.2,-0.71
Cc1nc2sc3c(c2c(=O)o1)CCCC3,0.0,-9,10,-1.1,13,nt,-1,0.5,nt
CN(C/C(O)=C(\C#N)c1ccccc1)C1CCCCC1,-2.3,-1,-13,0.7,-1,-3[fluorescence artefact?],12,-0.5,0.98
O=S1(=O)C[C@@H](N2CCOCC2)[C@H](N2CCOCC2)C1,0.9,-8,-5,1.4,-30,-1[fluorescence artefact?],9,1.8,1.4
O=C(NCc1ccc(Cl)cc1)c1ccc(CNc2c(N3CCOCC3)c(=O)c2=O)cc1,1.9,-11,-2,0.8,27,-7,0,0.7,-0.92
O=C(CSc1ccc(-c2ccccc2)nn1)N1CCCc2ccccc21,1.3,-5,-11,-0.1,38,0[fluorescence artefact?],4,0.6,-4.7*
Cc1ccc(S(=O)(=O)N2CCOCC2)cc1C(=O)NNC(=O)c1ccoc1C,1.1,-2,0,1.5,-13,2,5,3.0,0.047
Cc1ccc(S(=O)(=O)NCC(=O)N(CC(=O)NCc2ccco2)Cc2cccs2)cc1,-0.2,-10,-37,0.0,-14,3[fluorescence artefact?],-1,-0.2,nt
Cc1ccc(S(=O)(=O)N(CC(=O)Nc2ccccc2C(=O)O)c2cccc(Cl)c2C)cc1,1.3,6,-3,1.2,-20,0[fluorescence artefact?],0,1.8,-2.7
CCn1c(SCC(=O)Nc2ccccc2C)nnc1-c1ccccc1O,0.9,-11,3,-0.9,-11,1,7,0.8,1.5

# Compounds shown so far that have a cyano group:
SMILES,TNF death inh,MDM2 E3 inh,EBV gp42 block,PERK inhibitor,m-calpain inh,eIF4E-4G inh,Rad51 HR inh,L929 necroptosis,Cl transport mod
N#CCN1CCN(CC(=O)Nc2ccc(OCc3ccccc3)cc2)CC1,-0.1,0,-3,-0.2,-27,0,0,-0.1,-0.61
CN(C/C(O)=C(\C#N)c1ccccc1)C1CCCCC1,-2.3,-1,-13,0.7,-1,-3[fluorescence artefact?],12,-0.5,0.98

# Back to the main list, repeating the 2 entries before the break.
SMILES,TNF death inh,MDM2 E3 inh,EBV gp42 block,PERK inhibitor,m-calpain inh,eIF4E-4G inh,Rad51 HR inh,L929 necroptosis,Cl transport mod
Cc1ccc(S(=O)(=O)N(CC(=O)Nc2ccccc2C(=O)O)c2cccc(Cl)c2C)cc1,1.3,6,-3,1.2,-20,0[fluorescence artefact?],0,1.8,-2.7
CCn1c(SCC(=O)Nc2ccccc2C)nnc1-c1ccccc1O,0.9,-11,3,-0.9,-11,1,7,0.8,1.5
O=c1c2ccccc2nnn1CSc1nc2sc3c(c2c(=O)n1CC1CCCO1)CCC3 (centres undefined),3.9,-6,-17,-0.9,-20,2,-8,2.3,nt
C/C(=N\NC(=O)Cn1ccc(C(F)(F)F)n1)c1ccc2c(c1)OCO2,1.9,-13,-1,-0.2,-16,0,-6,6.7,0.044
CCOc1c(Br)cc(/C=C2/SC(=O)N(CC(=O)N3CCCC3)C2=O)cc1OC,0.2,-16,-14,0.7,-184,-3,nt,-0.3,nt
CCOC(=O)c1c(NC(=O)CN2C(=O)NC3(CCCCCC3)C2=O)sc(C)c1-c1ccc(C)cc1,2.2,-2,7,-0.5,-14,-6,nt,7.5,0.4
O=C(NCCc1ccccc1)C1CCN(C(=O)NCc2ccccc2)CC1,0.2,1,-15,0.9,-14,2,2,-0.1,0.063
CCOC(=O)C1=C(C)NC(=O)NC1c1ccccc1Cl (centres undefined),-1.1,-2,-9,0.5,-10,4,1,0.9,-0.94
NS(=O)(=O)c1ccc(NC(=O)COC(=O)COc2ccc(Cl)cc2)cc1,-0.8,-18,1,0.7,-24,-6,-1,1.2,1.6
CCOCCCNC(=O)C(NC(=O)Cc1cccs1)c1ccc(C)cc1 (centres undefined),0.7,-20,-5,0.1,-19,1,5,1.7,-1.3
CCN(CC)CCNCC(=O)Nc1ccc(Oc2ccccc2)cc1,3.7,nt,-11,0.2,-51,-1,2,0.4,nt
CC(C)COC(=O)n1c(=O)oc2ccc(S(=O)(=O)N3CCCCC3)cc21,1.3,-8,-20,0.6,23,-1,nt,0.4,0.098
O=C(Nc1nncs1)c1ccc(S(=O)(=O)c2ccccc2)cc1,-2.3,6,-11,0.1,-29,-4,1,-1.0,nt
O=C(NCCCN1CCOCC1)c1ccc(Sc2ccccc2Cl)c([N+](=O)[O-])c1,1.9,-1,0,-0.4,-26,-1,4,1.4,-0.94
CCN(CC)C(=O)N1CCN(S(=O)(=O)c2c(C)cc(C)cc2C)CC1,0.1,9,-11,0.1,2,1,-5,0.1,-0.25
O=C(N/N=C/c1ccc(Cl)cc1)c1sccc1OCc1ccc(F)cc1,-20,-6,-5,-0.5,6,-17,-2,0.1,-0.68
CCOc1ccc(-c2nnn(CC(=O)N3CCCC3)n2)cc1OCC,-1.0,-5,-21,-0.8,-17,6,-7,-1.3,0.047
CC(=O)N1CCCc2cc(S(=O)(=O)NCc3ccc(C)cc3)ccc21,-0.5,-11,-13,0.2,24,2,-1,0.7,0.021
Cn1cc([N+](=O)[O-])c(C(=O)N/N=C\c2c[nH]c3ccccc23)n1,-1.2,-19,-1,0.6,-11,0,18,1.5,-0.47
CCOC(=O)CSc1nc2ccccc2c(=O)n1CC,0.1,-9,-7,0.2,-7,1,10,-0.1,-0.86
CCn1c(C)c(C(C)=O)c(N2CCN(c3ccccc3)CC2)nc1=S,0.9,-22,-26,-0.1,0,6,-3,-0.8,nt
CCn1c(SCC(=O)N2CCN(c3ccccc3)CC2)nc2c(c1=O)SC(C)C2 (centres undefined),-4.0,-14,-6,-0.2,-5,7,-1,-0.7,-3.1*
O=C(CCSc1ccccc1)Nc1ccc(S(=O)(=O)Nc2ncccn2)cc1,-0.7,-8,-14,0.8,-8,2,15,0.6,-0.0069
COc1ccc(NC(=O)C2CCCCN2N)cc1OC (centres undefined),0.6,11,-10,0.4,-20,0[fluorescence artefact?],-1,-0.2,0.83
CCC(=O)Oc1ccc2c(=O)c(-c3ccc4ccccc4n3)c(CC)oc2c1C,1.8,-14,1,1.6,-41,14,-1,0.4,1
CN(CC(=O)Nc1nc2ccccc2s1)S(=O)(=O)c1ccccc1,1.0,-8,-6,-0.8,19,-2,-2,0.1,-2.2
COc1ccccc1C(=O)Nc1nnc(-c2ccc(Cl)cc2)o1,1.4,-9,-3,nt,-13,-18,4,-0.5,1.4

# Next section.
SMILES,TNF death inh,MDM2 E3 inh,EBV gp42 block,PERK inhibitor,m-calpain inh,eIF4E-4G inh,Rad51 HR inh,L929 necroptosis,Cl transport mod
Cc1ccc(NC(=O)CN2C(=O)CNC2=O)cc1,-0.2,nt,-11,-0.1,-3,2,8,-0.3,0.51
Cc1cccc(-n2c(O)c(C=Nc3ccc4c(c3)OCO4)c3ccccc3c2=O)n1,-6.8,-12,-78,0.3,-230,-17,-13,-0.1,-0.05
CCc1ccccc1NC(=O)COc1cccc2ccc(C)nc12,0.4,-10,7,-0.4,-1,-1,nt,1.5,-0.83
CCCCNC(=O)CCCCCn1c(=O)[nH]c2cc(OC)c(OC)cc2c1=O,-0.8,-20,-15,0.8,-12,4,2,4.5,-0.12
CC(C)[C@H](NC(=O)c1cccc(S(=O)(=O)N2CCOCC2)c1)C(=O)Nc1nccs1,1.7,-13,-10,0.4,8,-4,7,4.6,0.29
COC(=O)C1=C(C)NC(=O)CC1c1ccccc1OC (centres undefined),0.3,6,-16,0.2,-5,4,nt,0.7,1.5
CCC(C)Sc1nc2c(c(=O)[nH]c(=O)n2C)n1Cc1ccc(Cl)cc1 (centres undefined),-9.1,-10,-11,-0.3,13,2,4,-0.4,0.031
COc1ccc(COC(=O)c2n[nH]c3ccccc23)cc1F,-0.9,17,-8,0.3,3,0,3,0.0,-0.18
CCCn1c(N)c(C(=O)NS(=O)(=O)c2ccc(C)cc2)c(=O)n(C)c1=O,-2.0,-4,0,1.7,-14,-4,-3,-0.5,0.39
O=C(CN1CCCCC1)N1c2ccccc2CCc2ccccc21,0.5,-7,-24,-0.1,-25,0[fluorescence artefact?],5,0.1,-0.23
COCCNC(=O)c1nc2ccccc2s1,0.9,13,-3,0.2,0,15,-15,1.4,0.37
COc1ccc(C(=O)N[C@H](C(=O)Nc2ccc(S(=O)(=O)N3CCOCC3)cc2)C(C)C)cc1,1.0,nt,-8,-0.9,-7,-10,30,-0.7,-1.7

# Random draw from the library. Share with any hit: about 3.6%.
